Source: PubChem BioAssay
L3MBTL1 inh = inhibitors of human L3MBTL1. AlphaScreen L3MBTL1–H3K9me1 peptide binding. 230,000 tested, 0.66% active. AID 485360. Potency, µM (top dose mostly 57.1 µM), for the others: top-dose activity, negative = inhibition, most hits filed as inhibitors; also: nearly all actives have a fitted effect of over 60% in size
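Read-out is AlphaScreen signal from streptavidin donor and nickel chelate acceptor beads (10 ug/mL final each) bridging L3MBTL1 (50 nM) and biotinylated K9-monomethylated H3(1-15) peptide (75 nM), after 30 min compound exposure at room temperature.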
RGS12 GoLoco inh = inhibitors of human Gai1-RGS12 GoLoco interaction (red fluorophore) | Gai1:RGS12 GoLoco peptide FP, rhodamine, 10 min | Potency, µM (series often up to 61.6 µM), for the others: at the highest dose activity, negative = inhibition, most hits filed as inhibitors | 230,000 tested, 0.44% active | AID 880; active = well fitted inhibition curve with a large enough effect, not every such curve was filed as active; inactive = no such curve, though single readings can be large or run the other way; also: nearly all actives have a fitted effect of over 30% in size; many of its hits are not listed in these tables
Target sequence (P63096 whole entry, looked up): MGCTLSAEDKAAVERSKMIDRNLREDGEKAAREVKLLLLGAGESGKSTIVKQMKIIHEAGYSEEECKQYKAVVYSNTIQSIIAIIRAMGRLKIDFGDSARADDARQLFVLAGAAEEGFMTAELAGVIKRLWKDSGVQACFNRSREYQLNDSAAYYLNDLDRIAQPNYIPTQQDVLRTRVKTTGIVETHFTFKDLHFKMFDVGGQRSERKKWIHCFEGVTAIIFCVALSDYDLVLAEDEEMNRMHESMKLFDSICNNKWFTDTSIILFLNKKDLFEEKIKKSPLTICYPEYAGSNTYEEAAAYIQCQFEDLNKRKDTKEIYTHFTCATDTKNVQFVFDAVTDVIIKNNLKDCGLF
TRb-SRC2 inh = disrupts binding of human TR beta to SRC2 | P10828 | TRbeta-SRC2 peptide binding, fluorescence polarization; receptor liganded with 1 µM T3 | Potency, µM (doses to about 106 µM), for inactives: top-dose activity change, negative = inhibition, usual class: inhibitors | 280,000 tested, 0.065% active | AID 1469;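 also: plate controls were bound peptide for no effect and peptide without receptor for full effect; nearly all actives have a fitted effect of over 50% in size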
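Read-out is fluorescence polarization (555 nm excitation, 632 nm emission) of a Texas Red SRC2 coactivator peptide; loss of signal reflects blocked binding to human TRb ligand-binding domain in the presence of 1 uM T3.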
KDM4E inh = JMJD2E (human) inhibition. B2RXH2. 230,000 tested, 1.6% active. JMJD2E catalytic domain, FDH-coupled NADH fluorescence (FDH is formaldehyde dehydrogenase). Potency, µM (series often up to 57.1 µM), for the others: at the highest dose activity change, negative = inhibition, usual class: inhibitors; active = well fitted inhibition curve with a large enough effect, not every such curve was filed as active; inconclusive = small, poorly fitted or top-dose-only effect, or another doubt; inactive = no such curve, though single readings can be large or run the other way;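 also: 0% = wells with enzyme and -100% = buffer wells without enzyme; nearly all actives have a fitted effect of over 50% in size; many of its hits are not listed in these tables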
TexasRed fluor = Texas Red fluorescence interference in TRb-SRC2 counter-screen | 280,000 tested, 0.29% active | AID 1479 | Potency, µM (top dose mostly 106 µM), for inactives: top-dose fluorescence change, negative = quenching | TRb/SRC2 Texas Red total fluorescence interference; active = well fitted curve in either direction with a large enough effect; inconclusive = small, poorly fitted or top-dose-only effect
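Human TRβ ligand-binding domain (0.6 uM) and Texas Red SRC2 peptide (20 nM) in Tris buffer with 1 uM T3 and 5% DMSO were incubated with pinned compound for 5 hr at ambient temperature. Total fluorescence was computed as S + 2P (555/632 nm).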
Tau fibril FP = blocks human tau fibril formation measured by polarization. P10636. K18 P301L tau heparin fibrillization, Alexa594 FP, 6 h. Potency, µM (highest dose often 57.7 µM), for the others: at the highest dose activity, negative = inhibition, hits mostly inhibitors. 280,000 tested, 0.39% active. AID 1468; also: nearly all actives have a fitted effect of over 55% in size
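K18 P301L tau (15 uM unlabeled/0.24 uM Alexa 594-labeled, final) + compound + heparin 20 uM final; 100 mM NaOAc pH 7; 6 hr 37 C; ThT 30 uM final added, 1 hr RT; FP ex 555/em 632 nm.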
RECQ1 helicase = inhibitors of human RECQ1 DNA helicase; Potency, µM (titrated, usually from 57.3 µM), for inactives: at the top dose activity, negative = inhibition, hits mostly inhibitors; 240,000 tested, 0.54% active; RECQ1 DNA unwinding, red fluorescence kinetic read; P46063;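 also: plate controls were vehicle for no effect and no enzyme for full effect; nearly all actives have a fitted effect of over 30% in size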
Target sequence (P46063 whole entry, looked up): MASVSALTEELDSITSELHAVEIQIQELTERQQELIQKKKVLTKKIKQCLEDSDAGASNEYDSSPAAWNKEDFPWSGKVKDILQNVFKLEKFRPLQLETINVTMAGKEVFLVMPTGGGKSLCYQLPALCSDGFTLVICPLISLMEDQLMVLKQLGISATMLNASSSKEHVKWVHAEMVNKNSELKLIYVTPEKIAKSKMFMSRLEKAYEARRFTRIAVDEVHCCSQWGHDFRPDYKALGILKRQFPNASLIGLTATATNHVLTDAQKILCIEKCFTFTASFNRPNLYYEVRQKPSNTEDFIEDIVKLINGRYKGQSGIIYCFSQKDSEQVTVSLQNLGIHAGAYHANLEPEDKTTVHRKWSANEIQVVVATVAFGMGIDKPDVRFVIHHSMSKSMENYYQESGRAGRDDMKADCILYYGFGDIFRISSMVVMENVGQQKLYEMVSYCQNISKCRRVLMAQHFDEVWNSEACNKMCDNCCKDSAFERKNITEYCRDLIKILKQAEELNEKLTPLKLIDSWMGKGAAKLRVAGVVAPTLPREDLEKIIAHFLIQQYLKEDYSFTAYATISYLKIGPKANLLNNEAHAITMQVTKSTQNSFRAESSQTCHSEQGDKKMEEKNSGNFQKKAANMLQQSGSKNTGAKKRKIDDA
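RECQ1T1 50 nM; forked duplex (20 bp + 30-nt ss tails) 200 nM, ATP 2 mM final; pH 8.0, 2 mM MgCl2, 2.5 ug/ml poly(dI-dC); 15 min compound preincubation; discontinuous kinetic read over 2 h at RT.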
Tau fibril ThT = tau fibrillization inhibition (ThT binding); Potency, µM (series often up to 57.4 µM), without a hit: top-dose activity, negative = inhibition, hits mostly inhibitors; P10636; recombinant tau K18 P301L (four-repeat tau fragment), heparin-induced fibrillization, ThT fluorescence; 270,000 tested, 2.1% active; also: nearly all actives have a fitted effect of over 55% in size
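Heparin-induced (20 uM) aggregation of recombinant human K18 P301L tau, 15 uM unlabeled with 0.24 uM labeled, pH 7 acetate buffer, 6 hr at 37 C with compound. Fibrils quantified by 30 uM ThT fluorescence after 1 hr ambient incubation.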
An asterisk follows results filed as active; i = inactive; ? = inconclusive; . = not tested or not shown; [ ] = remark or other dose. Unless noted, calls follow the shape of the dose curve; as a rule, active = well fitted curve in the direction sought with a large enough effect; inconclusive = small, poorly fitted or top-dose-only effect, or another doubt; inactive = no such curve, though single readings can be large; an effect the other way counts as inactive or inconclusive. Unless noted, % is scaled to controls: 0 for no effect and ±100 for the full control effect; potency is read from the fitted curve at half-maximal effect. Some of the compounds tested, so the mix of outcomes need not match the whole.

SMILES | L3MBTL1 inh | RGS12 GoLoco inh | TRb-SRC2 inh | KDM4E inh | TexasRed fluor | Tau fibril FP | RECQ1 helicase | Tau fibril ThT
COc1ccc(Oc2c(Cl)cnn(-c3ccc(Cl)c(Cl)c3)c2=O)cc1 | 11% | 0% | -1% | 3% | -4% | -13% | -2% | -15%
O=c1c2ccccc2ncn1CCOc1ccccc1[N+](=O)[O-] | 9% | -5% | -2% | 5% | -2% | 4% | 18% | 6%
Cn1c(/C(C#N)=C(\O)CN2CCN(Cc3ccccc3)CC2)nc2ccccc21 | -8% | 5% | -8% | -17% | -5% | 0% | i | -4%
CCc1ccc(OCCOCC(O)CNC(C)CC)cc1 (centres undefined) | 5% | 3% | 1% | 5% | 0% | 7% | 5% | 5%
ON1C(c2ccccc2)CC2(O)c3nonc3CCC12 (centres undefined) | 6% | -1% | -10% | -2% | 0% | 2% | -4% | -4%
Cc1cccc(C)c1NC(=O)CSc1nc(COc2ccccc2)nc2ccccc12 | 2% | 1% | -7% | 16% | -3% | 4% | -10% | -2%
CC(=O)C1=C(O)C(=O)N(CCNCCO)C1c1ccccc1 (centres undefined) | -1% | 9% | 2% | -2% | -7% | 6% | -1% | -3%
C#CCOC(=O)CCC(=O)NCCc1ccccc1 | 14% | 6% | -11% | -3% | -2% | -3% | 1% | -3%
CCc1cccc(NC(=O)C(Cc2ccccc2)n2cccc2)c1 (centres undefined) | . | . | -5% | . | -3% | -18% | . | -6%
Cc1ccc(-n2c(=O)c3c(cnn3C)n(CC(=O)Nc3cccc(C)c3)c2=O)cc1 | . | . | -3% | . | -1% | -11% | . | -8%
Fc1ccc(-n2ncc3c(NCCCn4ccnc4)ncnc32)cc1 | . | . | -7% | . | -1% | 7% | . | 3%
Cc1cc(N/N=C/c2ccncc2)c([N+](=O)[O-])cc1[N+](=O)[O-] | 1% | 5% | 8% | -2% | -7% | 6% | -5% | -3%
Fc1ccc(-c2csc(N3CCOCC3)n2)cc1 | -2% | 14% | -4% | 6% | -3% | 5% | -10% | -20%
CCc1ccc(NC(=S)NCc2ccccc2)cc1 | 2% | 10% | -3% | -5% | 3% | 2% | i | -7%
Cn1c(=O)c2c(SCC(=O)N3CCc4ccccc43)nc(-c3ccccc3Cl)nc2n(C)c1=O | . | . | 5% | . | -1% | 1% | . | -1%
O=C(Cn1nnc(-c2ccc(CN3CCOCC3)cc2)n1)Nc1nc(-c2ccccc2)cs1 | -10% | 5% | 5% | 5% | 1% | ? | -10% | 2%
CCOC(=O)c1c(NC(=O)c2ccc(C)cc2)sc2c1CCCCC2 | . | . | -6% | . | 7% | -5% | . | -12%
CC(=O)c1csc(COc2ccc(Cl)cc2)n1 | 13% | 9% | -5% | -2% | 0% | -1% | -9% | ?
O=C(Nc1cc(N2CCOCC2)ncn1)c1ccc(F)cc1 | -5% | 3% | -3% | -1% | -4% | 6% | i | -7%
O=C(O)c1ccc(N2C(=O)c3[nH]nc(-c4ccccc4)c3C2c2cccc(F)c2)cc1 (centres undefined) | . | . | -3% | . | 0% | -10% | . | 4%

The closing 4 compounds of the part above come first, to join the parts.
SMILES | L3MBTL1 inh | RGS12 GoLoco inh | TRb-SRC2 inh | KDM4E inh | TexasRed fluor | Tau fibril FP | RECQ1 helicase | Tau fibril ThT
CCOC(=O)c1c(NC(=O)c2ccc(C)cc2)sc2c1CCCCC2 | . | . | -6% | . | 7% | -5% | . | -12%
CC(=O)c1csc(COc2ccc(Cl)cc2)n1 | 13% | 9% | -5% | -2% | 0% | -1% | -9% | ?
O=C(Nc1cc(N2CCOCC2)ncn1)c1ccc(F)cc1 | -5% | 3% | -3% | -1% | -4% | 6% | i | -7%
O=C(O)c1ccc(N2C(=O)c3[nH]nc(-c4ccccc4)c3C2c2cccc(F)c2)cc1 (centres undefined) | . | . | -3% | . | 0% | -10% | . | 4%
CCOc1c(/C=C(\C#N)C(N)=O)c2ccccc2n1CC | -9% | 0% | -5% | 8% | -3% | -6% | -9% | -14%
COc1ccc(NC(=O)Nc2nnc(N(CC(C)C)CC(C)C)s2)c(OC)c1 | . | . | 3% | . | -2% | 3% | . | -6%
O=S(=O)(Cc1ccccc1)/C1=C(\N2CCOCC2)CCCCCC1 | -9% | -5% | -17% | 0% | -3% | -1% | 6% | 7%
Cc1ccc(C(=O)Nc2nnc(S(=O)(=O)N(C)Cc3ccc(F)cc3)s2)cc1 | . | . | 2% | . | -1% | -7% | . | 13%
O=C(CNC(=O)c1ccco1)OCC(=O)c1ccc2c(c1)CCCC2 | -6% | -5% | 1% | 6% | 0% | 11% | -11% | ?
Cc1cc(C)c2nc(NC(=O)c3cc(C)on3)sc2c1 | . | 18% | 7% | -8% | 1% | 0% | i | ?
CN1CCN(CCCC(=O)c2ccc(C3CCCC3)cc2)CC1 | -1% | 19% | -8% | -20% | -2% | 3% | 1% | -15%
O=C(NC1CCCCC1)c1ccc2c(c1)sc1nc(-c3ccccc3)cn12 | . | . | -3% | . | -11% | -4% | . | 5%
CC(C)CC(=O)N1CC(C)N(C(=O)CC(C)C)CC1C (centres undefined) | 1% | 11% | -2% | -3% | -2% | 7% | 2% | 4%
CCN1CCN(C(c2ccccn2)c2c(NC(=O)c3ccccc3)sc(C)c2C)CC1 (centres undefined) | 2% | 6% | -8% | -10% | -4% | 9% | -4% | ?
CCOC(=O)CC1=CSC2=NS(=O)(=O)CCN12 | -2% | 1% | -17% | 1% | -2% | 7% | -7% | -4%
COc1cccc(OCCCCCN2CCOCC2)c1 | -6% | 11% | 8% | 6% | 0% | -1% | 5% | 0%
CCCCNc1cc(N2CCN(C3CCCCC3)CC2)c2noc3c2c1C(=O)c1ccccc1-3 | . | . | -3% | . | 2% | 7% | . | 16µM*
Cc1ccc2nc(SCC(=O)N3CCCC3)[nH]c2c1 | 29% | -4% | -3% | -2% | -4% | 1% | -7% | 5%
COC(=O)NCC(c1ccco1)N1CCN(c2ccc(F)cc2)CC1 (centres undefined) | -4% | -6% | 0% | 7% | 12% | 0% | 0% | 2%
CCc1ccc(NC(=O)CSc2nc3nc(C)cc(C)n3n2)cc1 | . | . | 3% | . | -24% | -5% | . | -3%
O=C(NC1CCC(c2ccccc2)CC1)c1cccnc1 (centres undefined) | 38%[activator] | -22% | -5% | -1% | -4% | 4% | 18% | -4%
Cc1cccc(NC(=O)CN2C(=O)N/C(=C/c3ccc(C)o3)C2=O)c1 | -4% | 14% | 0% | -17% | 4% | -12% | 4% | ?
CCN(CC)CC(=O)Nc1ccc(C)cc1C(=O)c1ccccc1 | 1% | 3% | -3% | 2% | 0% | 0% | -1% | -12%
CCOc1cc2[nH]c(=O)n(CCCCC(=O)N3CCN(c4ccc(OC)cc4)CC3)c(=O)c2cc1OCC | . | . | 2% | . | 0% | 2% | . | -4%

Looked up one by one from the list above, 5 records:
SMILES | L3MBTL1 inh | RGS12 GoLoco inh | TRb-SRC2 inh | KDM4E inh | TexasRed fluor | Tau fibril FP | RECQ1 helicase | Tau fibril ThT
O=C(CNC(=O)c1ccco1)OCC(=O)c1ccc2c(c1)CCCC2 | -6% | -5% | 1% | 6% | 0% | 11% | -11% | ?
COc1cccc(OCCCCCN2CCOCC2)c1 | -6% | 11% | 8% | 6% | 0% | -1% | 5% | 0%
CCN(CC)CC(=O)Nc1ccc(C)cc1C(=O)c1ccccc1 | 1% | 3% | -3% | 2% | 0% | 0% | -1% | -12%
CCOc1c(/C=C(\C#N)C(N)=O)c2ccccc2n1CC | -9% | 0% | -5% | 8% | -3% | -6% | -9% | -14%
CC(C)CC(=O)N1CC(C)N(C(=O)CC(C)C)CC1C (centres undefined) | 1% | 11% | -2% | -3% | -2% | 7% | 2% | 4%

The list continues.
SMILES | L3MBTL1 inh | RGS12 GoLoco inh | TRb-SRC2 inh | KDM4E inh | TexasRed fluor | Tau fibril FP | RECQ1 helicase | Tau fibril ThT
c1ccc(NC2=NCCCCS2)cc1 | 3% | 6% | -7% | 3% | 0% | -5% | -6% | -7%
CCCCn1c(-c2ccccc2)nc2c(=O)n(C)c(=O)[nH]c21 | -8% | 5% | -16% | ? | -1% | -3% | -8% | -1%
Cc1nn(C(=O)c2c(-c3ccccc3)noc2C)c(C)c1N=Nc1cc(C(F)(F)F)cc(C(F)(F)F)c1 | . | -4% | -7% | -1% | 0% | 2% | i | -17%
CC1=C(C(=O)Nc2ccccc2)C(c2cccs2)n2nc(SCc3ccccc3F)nc2N1 (centres undefined) | . | . | -7% | . | 0% | -8% | . | 3%
COc1cc(OC)cc(C(=O)OCC(=O)NCc2ccc3c(c2)OCO3)c1 | -4% | 5% | 4% | 3% | 1% | -3% | -14% | -3%
CCOCCn1c(SCC(=O)OCc2ccccc2)nc2c1c(=O)[nH]c(=O)n2C | . | 5% | 9% | 4% | -2% | -1% | -17% | -7%
COc1ccc(N(CC(=O)NCCC2=CCCCC2)S(=O)(=O)c2ccccc2)c(OC)c1 | -6% | 14% | 2% | -2% | -2% | 6% | -10% | -9%
O=C(Nc1c(F)cc(F)cc1Br)c1ccco1 | 3% | 22% | 9% | 9% | 2% | -2% | 0% | -7%
O=C(/C=N\O)NCCCNCc1ccccc1 | -2% | -10% | -15% | 27% | -2% | 9% | 1% | 3%
COc1ccc(CN2CCCC(CNC(=O)c3ccc(F)cc3)C2)c(C)c1C (centres undefined) | -3% | 5% | -4% | 2% | 1% | 9% | -5% | 0%
O=C1[C@H]2[C@H]3[C@H](O)[C@H](O)C/C(=N/OC[C@@H](O)COCc4ccco4)[C@@H]3CC[C@@H]2C(=O)N1c1cccc(Oc2ccccc2)c1 | . | . | 0%[11.2 µM] | . | -5%[11.2 µM] | -6%[11.6 µM] | -5%[11.5 µM] | -9%[11.5 µM]
CCNC(=O)COC(=O)Cc1ccc(Cl)cc1Cl | . | -3% | 6% | 7% | -1% | -11% | -1% | -9%
